FadD28 FP inh: M. tuberculosis FadD28 bisubstrate binding inhibition; FadD28 bisubstrate probe binding, fluorescence polarization; inhibition, % at 12.5 µM; 360,000 tested, 0.22% active; in the data active = inhibition above about 8.5%, passing the limit was not always enough; inconclusive = no clear call, values can overlap the other calls
Rv3671c protease: inhibits the M. tuberculosis serine protease Rv3671c; P9WHR9; inhibition, % at 5.96 µM; 320,000 tested, 0.048% active; AID 2606; in the data active = inhibition above about 38%;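 also: extracellular domain of Rv3671c used as enzyme; 0% = enzyme with DMSO and 100% = no enzyme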
Target sequence (P9WHR9 whole entry, looked up, the tested form may be a part): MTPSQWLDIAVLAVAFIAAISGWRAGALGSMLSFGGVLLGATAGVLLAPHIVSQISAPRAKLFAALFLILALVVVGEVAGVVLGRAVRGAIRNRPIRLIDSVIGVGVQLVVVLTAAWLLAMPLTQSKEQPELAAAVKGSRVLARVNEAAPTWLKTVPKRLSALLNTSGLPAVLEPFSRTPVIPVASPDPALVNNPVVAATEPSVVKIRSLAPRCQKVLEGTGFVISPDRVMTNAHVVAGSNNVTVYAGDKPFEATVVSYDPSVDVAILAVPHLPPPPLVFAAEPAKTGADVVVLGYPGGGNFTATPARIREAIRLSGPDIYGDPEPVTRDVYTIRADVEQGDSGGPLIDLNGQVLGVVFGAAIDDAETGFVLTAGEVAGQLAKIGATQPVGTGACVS
Mtb UGM inh: inhibitors of M. tuberculosis UDP-galactopyranose mutase. P9WIQ1. purified UGM, fluorescence polarization probe displacement. inhibition, % at 10 µM. 320,000 tested, 0.06% active. AID 504406; in the data active = inhibition above about 10%, passing the limit was not always enough; inconclusive = no clear call, values can overlap the other calls
PrPC TRFRET: reduces human prion protein on the cell surface | inhibition, % at 13.8 µM | AID 720596 | cell surface PrPC, TR-FRET read-out | P04156 | 370,000 tested, 0.43% active; in the data active = inhibition above about 24%; also: 0% = median of the test wells and 100% = reference compound wells
GDH-TPI counter: GDH-TPI coupled enzyme inhibition counter-screen. GDH-TPI coupled enzyme counterscreen, NADH absorbance. inhibition, % at 4.8 µM. 360,000 tested, 1.2% active. AID 588335; in the data active = inhibition above about 30%;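 also: 0% = DMSO wells and 100% = wells lacking the enzyme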
BioA inh: inhibitors of Mycobacterium tuberculosis BioA enzyme; 360,000 tested, 0.096% active; AID 602481; inhibition, % at 9.99 µM; purified M. tuberculosis BioA enzyme, plate reader; in the data active = inhibition above about 40%; inconclusive = no clear call, values can overlap the other calls
FBA Mtb inh: inhibits M. tuberculosis FBA enzyme; inhibition, % at 1 µM; purified M. tuberculosis FBA, fluorescence read-out; 360,000 tested, 2.3% active; P9WQA3; in the data active = inhibition above about 27%;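 also: 0% = vehicle and 100% = reference inhibitor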
Target sequence (P9WQA3 whole entry, looked up): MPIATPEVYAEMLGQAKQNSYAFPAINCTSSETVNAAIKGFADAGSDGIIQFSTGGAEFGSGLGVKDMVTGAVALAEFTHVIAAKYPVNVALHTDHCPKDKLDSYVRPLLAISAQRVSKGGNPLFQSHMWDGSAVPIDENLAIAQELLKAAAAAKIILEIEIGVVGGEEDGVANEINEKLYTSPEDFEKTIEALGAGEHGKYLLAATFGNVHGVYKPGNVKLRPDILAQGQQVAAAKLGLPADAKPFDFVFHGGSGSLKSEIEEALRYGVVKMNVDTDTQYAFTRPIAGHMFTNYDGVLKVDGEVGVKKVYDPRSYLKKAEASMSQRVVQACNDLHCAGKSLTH
MazF activator: MazEF (E. coli) toxin RNase activation; activation, % at 20 µM; 350,000 tested, 0.32% active; FAM/BHQ RNA-DNA oligo cleavage fluorescence, 5 h; P0AE70; in the data active = activation above about 50%
Target sequence (P0AE70 whole entry, looked up): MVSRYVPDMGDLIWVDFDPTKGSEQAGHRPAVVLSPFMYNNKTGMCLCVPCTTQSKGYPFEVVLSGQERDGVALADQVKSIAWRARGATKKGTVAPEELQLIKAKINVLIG
BoNT-F LC inh: BoNT F light chain protease inhibition. Multiplex microsphere protease cleavage assay, flow cytometry. inhibition, % at 10 µM. 360,000 tested, 0.22% active; in the data active = inhibition above about 35%, passing the limit was not always enough; inconclusive = no clear call, values can overlap the other calls; also: plate controls were buffer without enzyme for full effect and enzyme alone for no effect
The depositor's hits bear a star; ? = inconclusive; / = no result given. Rows were taken by chance. Share with any hit: about 4.8%.

Structure	BioA inh	MazF activator	FadD28 FP inh	GDH-TPI counter	BoNT-F LC inh	PrPC TRFRET	Mtb UGM inh	FBA Mtb inh	Rv3671c protease
OC(COc1ccccc1)CN1C2=NCCCN2c2ccccc21 (stereo unspecified)	-0.5	5	-4.5	9	-2	/	-2.1	0	8
CC1CCCCN1C(=S)NC(=O)c1cc(Br)ccc1Cl (stereo unspecified)	-0.1	9	-4.0	-7	-10	3	1.3	5	-9
O=C(Nc1ccc2c(c1)[nH]c(=O)c1ccccc12)C(F)(F)F	/	1	-6.4	13	0	5	/	6	/
COc1ccc2nc(NC(=O)c3ccccc3C(=O)O)sc2c1	-0.1	-7	-0.9	6	-15	3	0.3	3	-1
CCn1cc(C(=O)NCC(OC)OC)c(=O)c2cc(S(=O)(=O)N3CCCC3)ccc21	3.0	5	-4.0	9	3	-9	0.5	-3	-3
CC(C)C[C@@H](CO)N1CCN(Cc2ccccc2)CCC1=O	-0.3	1	-0.5	-5	0	3	-1.3	1	2
C[C@H](CO)N1C[C@H](C)[C@@H](CN(C)C(=O)Nc2ccc(C(F)(F)F)cc2)Oc2ccc(NS(=O)(=O)c3ccc(F)cc3)cc2C1=O	1.5	6	-0.8	8	2	3	0.1	2	-10
O=C(NCc1ccc(C(=O)N2CCC3(CC2)OCCO3)cc1)c1cccc(Br)c1	-1.5	3	-0.4	0	-7	2	1.4	2	5
N#CCCN(C(=O)COC(=O)c1nc(Cl)ccc1Cl)c1ccccc1	/	6	-0.7	-2	-7	-3	-1.0	1	6
CCCNC(=O)c1c(C)cc(=O)oc1C	-1.8	4	-0.1	47*	0	-7	-1.9	1	1
Cc1ccc2[nH]c(=O)c(CN(CCCN3CCOCC3)C(=O)Nc3ccc(Cl)cc3)cc2c1	/	5	-2.3	4	-4	-2	-0.3	-3	-2
O=C(Nc1ccccc1C(F)(F)F)Nc1cccc2ccccc12	-0.8	4	0.4	12	2	9	-0.6	20	-2
O=C(CN1CCCCC1)N1c2ccccc2Sc2ccc(C(F)(F)F)cc21	3.7	-4	-3.5	-5	-3	5	2.3	0	0
CC(=O)C1=C(O)C(=O)N(c2ccc(C(=O)O)cc2)C1c1ccccc1 (stereo unspecified)	/	5	-0.7	23	16	-1	-0.7	0	-7
CC(=O)CSc1ccc(-c2nc3ccccc3[nH]2)cn1	16	3	-1.8	6	21	0	-3.4	1	4
Cc1cc(=O)n(CC(=O)NCCN2CCOCC2)c2c1c(C)nn2-c1ccccc1	-1.5	1	-4.6	-12	3	/	-2.1	1	4
COc1ccc(-n2cccc2/C=C/[N+](=O)[O-])cc1	-2.2	1	-2.0	13	-12	1	/	4	-2
Cc1ccc(/C=N/Nc2ccc(Cl)c(C(=O)O)c2)s1	/	-4	2.1	21	-3	1	1.6	-2	1
Cc1cc(NC(=O)c2cccc(S(=O)(=O)N3CCCCC3)c2)no1	5.7	-3	-0.2	0	-2	-2	2.6	0	-3
CCN(CC)S(=O)(=O)c1ccc(N2CCOCC2)c(NC(=O)c2ccc(=O)[nH]c2)c1	0.4	3	-3.3	-5	-8	5	-3.2	-2	-3
CCOC(=O)Cc1csc(NC(=O)CCCN2C(=O)c3ccccc3C2=O)n1	-1.7	7	-0.2	2	-7	0	1.6	0	4
CCCn1cc(CN2CCC(n3nccc3NC(=O)c3ccc4c(c3)OCO4)CC2)c(C)n1	7.2	11	-2.3	-4	-4	6	-1.4	-7	-3
CC[C@@H](C)CN1C(=O)N[C@@H](c2ccccc2)C(C(C)=O)=C1C	-2.4	1	-0.6	4	-2	-6	4.1	3	-5
COC(=O)c1c[nH]n2c(=O)c(Cl)c(C)nc12	/	3	-3.4	4	-5	0	-1.2	3	-9
COc1cc(C(=O)C(=O)c2ccc(O)c(OC)c2)ccc1O	3.4	4	-1.3	35*	0	-4	-2.2	-2	7
CCN(CC(=O)Nc1ccccc1OC)C(=O)c1ccc2[nH]c3c(c2c1)CC(C)CC3 (stereo unspecified)	1.2	-9	0.1	9	-8	-2	-0.9	2	-2
CCOC(=O)N1CCN(C(=O)c2cc(-c3ccncc3)nc3ccccc23)CC1	/	-3	-1.2	-10	?	3	-3.4	0	4
Cc1nnc(-c2ccc(Oc3ccc(C)c(C)c3)c([N+](=O)[O-])c2)o1	/	-16	-3.4	16	-8	0	-1.7	-1	7
CCc1ccccc1NC(=S)N1CCN(c2cccc(OC)c2)CC1	8.4	0	-3.3	6	19	9	0.3	-3	-3
CCC1=C(OC(=O)N(CC)CC)N2C(=O)OC(=NCCc3c[nH]c4ccccc34)[C@]2(Cc2ccccc2)[C@H]2C1=CC[C@H]1C(=O)N(C)C(=O)[C@H]12	-0.4	0	-3.2	-6	3	0	-1.1	-5	-12
COc1cccc(CNCCc2cccc(F)c2)c1OC	0.1	7	1.1	9	-17	-7	3.3	-1	-3
Cc1ccc(CSc2nc3c(c(N(C)C)n2)CCCC3)cc1	-0.6	3	-4.2	-4	-3	5	-1.8	-4	3
COc1ccc(-n2nnnc2SCC(=O)Nc2nc3c(s2)CCCC3)cc1	0.4	18	-3.9	-8	-3	4	0.6	-2	-4
O=C(NC12CC3CC(CC(C3)C1)C2)c1ccc(=O)oc1	-0.7	4	-0.4	19	-11	-1	0.2	-2	3
COc1ccc2oc(C(=O)N(C)CCOc3ccccc3)c(C)c2c1	0.6	-2	-4.0	3	1	3	-2.5	2	-8
Cc1cc(NC(=O)CSc2nc3c([nH]c4ccccc43)c(=O)n2-c2ccccc2F)no1	-1.3	2	-4.6	5	-2	-1	1.9	-1	-47
O=c1[nH]cnc2nc(-c3ccccc3)c(-c3ccccc3)nc12	0.4	3	-1.8	10	6	-22	-1.5	50*	-2
O=C(NCc1ccccc1Cl)c1cc2ccccc2oc1=O	-1.3	10	-3.3	12	?	-5	1.1	1	0
COc1ccc(-c2oc(=O)c3cc(OC)c(OC)cc3c2C#CC2(O)CCCCC2)cc1	-1.3	11	-3.3	6	-2	-1	-4.6	1	8
O=C(Cn1nc(-c2ccc(Cl)cc2)ccc1=O)NCC1CCCO1 (stereo unspecified)	1.1	11	-1.8	3	-12	5	2.3	4	4
CN(C)CCCNC(=S)N1CCN(c2nc(-c3ccccc3)cs2)CC1	1.8	16	-3.8	4	?	-11	-0.9	0	-2
COc1ccc(CC(=O)N/N=C(\C)CC(=O)Nc2ccc3c(c2)OCCO3)cc1OC	0.1	5	-4.5	4	11	6	0.3	-2	3
CC1(C)Cc2cccc(OCC(=O)OCC(=O)Nc3ccc(C(N)=O)cc3)c2O1	/	6	-1.2	1	11	8	-2.2	2	5
COC(=O)c1cc(NC(=O)Cc2ccccc2[N+](=O)[O-])cc(C(=O)OC)c1	0.9	-4	-5.5	-3	3	-3	0.6	-3	-13
Cc1cccc(N2CCN(C(=O)CNC(=O)c3ccccc3)CC2)c1C	0.0	-1	-4.1	-3	23	13	2.1	-4	3
OC(CCN1CC2CCC(CC2)C1)(Cc1ccccc1)c1ccco1 (stereo unspecified)	-1.4	-4	-1.4	3	-4	-3	/	3	/
COc1ccc(N2CCN(C(=O)c3ccc(CNS(=O)(=O)c4cccc(OC)c4)cc3)CC2)cc1	-0.1	3	-5.6	-1	5	-8	1.2	0	-2
CC(=O)Nc1ccc2c(c1)NC(=O)CC2	/	-12	-0.4	1	-1	4	0.0	-3	-14
CC(=O)N1CCN(C(=O)c2ccc(Cl)c(S(=O)(=O)N3CCCCCC3)c2)CC1	8.9	2	-3.4	-10	0	-3	-4.5	1	-2
COCCNC(=O)CSc1nc2nn(-c3ccccc3)c(=O)c-2c2n1CCCCC2	4.9	8	1.0	-3	-4	-23	0.3	7	-12

One compound at a time, from the list above. Order of values: BioA inh	MazF activator	FadD28 FP inh	GDH-TPI counter	BoNT-F LC inh	PrPC TRFRET	Mtb UGM inh	FBA Mtb inh	Rv3671c protease
CC(=O)Nc1ccc2c(c1)NC(=O)CC2 reads /	-12	-0.4	1	-1	4	0.0	-3	-14
Cc1cccc(N2CCN(C(=O)CNC(=O)c3ccccc3)CC2)c1C reads 0.0	-1	-4.1	-3	23	13	2.1	-4	3
COc1ccc(CC(=O)N/N=C(\C)CC(=O)Nc2ccc3c(c2)OCCO3)cc1OC reads 0.1	5	-4.5	4	11	6	0.3	-2	3
COc1ccc(-c2oc(=O)c3cc(OC)c(OC)cc3c2C#CC2(O)CCCCC2)cc1 reads -1.3	11	-3.3	6	-2	-1	-4.6	1	8

Three entries already listed, arranged by count of non-hydrogen atoms, smallest number first.
Structure	BioA inh	MazF activator	FadD28 FP inh	GDH-TPI counter	BoNT-F LC inh	PrPC TRFRET	Mtb UGM inh	FBA Mtb inh	Rv3671c protease
COc1ccc2oc(C(=O)N(C)CCOc3ccccc3)c(C)c2c1	0.6	-2	-4.0	3	1	3	-2.5	2	-8
Cc1cccc(N2CCN(C(=O)CNC(=O)c3ccccc3)CC2)c1C	0.0	-1	-4.1	-3	23	13	2.1	-4	3
CC(=O)N1CCN(C(=O)c2ccc(Cl)c(S(=O)(=O)N3CCCCCC3)c2)CC1	8.9	2	-3.4	-10	0	-3	-4.5	1	-2

The list goes on:
Structure	BioA inh	MazF activator	FadD28 FP inh	GDH-TPI counter	BoNT-F LC inh	PrPC TRFRET	Mtb UGM inh	FBA Mtb inh	Rv3671c protease
Cc1ccc(S(=O)(=O)N2CCN(C(=O)c3ccccc3OCc3c(C)noc3C)CC2)cc1C	/	-1	-3.0	1	-2	0	2.5	-2	2
COc1ccc(Cn2c(O)c(C=Nc3ccccc3)c3ccccc3c2=O)cc1	/	-24	0.5	4	-8	1	0.7	-2	-10
COc1cc2c(cc1OC)-c1nnc(C)n1C1(CCCC1)C2	0.7	-7	-2.3	-4	-7	-14	1.2	0	4
COc1ccc(NC(=O)CC2Oc3ccccc3NC2=O)cc1 (stereo unspecified)	-0.9	12	1.2	1	-7	4	0.0	3	8
CSCCNC(=O)C1(C)CCN1C(=O)c1cc(C)n(C)n1 (stereo unspecified)	-0.3	/	-0.9	-5	-5	-1	/	-2	/
CC(=O)c1ccccc1OC(=O)c1ccco1	-1.1	10	-0.3	5	-1	6	-3.7	2	10
Cc1ccc(C(C)(C)C)cc1S(=O)(=O)Nc1ncnc2sccc12	/	-1	1.9	2	-4	1	3.3	-2	-9
O=C(NCc1ccco1)C1CC(c2ccccc2C(F)(F)F)=NO1 (stereo unspecified)	1.7	3	-3.0	-5	4	-3	-0.8	-1	3
COc1ccc(OC)c(Nc2nc(NCCO)c3ccccc3n2)c1	2.5	15	1.2	4	-23	3	-1.9	0	8
CC(Oc1ccc(F)cc1)C(=O)Nc1cc(S(=O)(=O)N2CCOCC2)ccc1N1CCCC1 (stereo unspecified)	0.5	4	-1.0	3	-6	-1	-2.1	6	2
O=C(Cc1cccc2ccccc12)NNC(=O)c1ccc(Br)o1	-0.1	-3	-2.2	7	18	0	0.8	0	-3
Cc1ccc(NC(=O)NCC2CCN(Cc3cccc(Cl)c3)CC2)cc1Cl	-1.2	-3	-4.1	2	-8	-14	0.7	0	-6
COc1ccc(N2C(=O)CC(N3CCN(C(=O)c4ccco4)CC3)C2=O)cc1 (stereo unspecified)	/	6	1.0	10	5	-5	-1.8	-1	-2
COC(=O)C[C@H]1c2cc(C(F)(F)F)ccc2S(=O)(=O)N1C1CCCCC1	1.0	3	1.5	1	-7	0	-0.6	1	-4

Compound activity (PubChem)
